Pf Dd2 inh – P. falciparum Dd2 growth inhibitors, primary screen, SYBR Green fluorescence, single dose replicates; 2.3% of 94,000 active; activity change, % at 10 µM; 72 h; active compounds read low; AID 1159554, 2015; in the data active = activity change below about -80%; inconclusive = no clear call, values can overlap the other calls
Tcruzi prolif – T. cruzi intracellular proliferation inhibitors, primary screen, cell-based, beta-gal Tulahuen parasites, NIH3T3 host, luminescence. T. cruzi beta-gal in NIH3T3, GalScreen luminescence, 90 h. inhibition, % at 8.34 µM. 5.9% of 77,000 active. AID 624255, 2012;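 active = mean inhibition above about 93%, with at least 55% of replicates each passing it, limit read from the data, passing the limit was not always enough; inconclusive = only one of those two conditions holds; inactive = neither condition holds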
KDM4C inh – inhibitors of GASC-1 (KDM4C) histone demethylase, primary screen, biochemical, single concentration HTS; inhibition, % at 12.5 µM; GST-KDM4C 2-372, H3K9me3 peptide, LANCE TR-FRET; 0.15% of 96,000 active; Lysine-specific demethylase 4C (Homo sapiens), Q9H3R0;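 active = mean replicate inhibition above about 25%, with at least 55% of replicates also reaching it, limit read from the data, passing the limit was not always enough; inconclusive = only one of those two conditions met; inactive = neither condition met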
Target sequence (Q9H3R0 2-372 limits assumed): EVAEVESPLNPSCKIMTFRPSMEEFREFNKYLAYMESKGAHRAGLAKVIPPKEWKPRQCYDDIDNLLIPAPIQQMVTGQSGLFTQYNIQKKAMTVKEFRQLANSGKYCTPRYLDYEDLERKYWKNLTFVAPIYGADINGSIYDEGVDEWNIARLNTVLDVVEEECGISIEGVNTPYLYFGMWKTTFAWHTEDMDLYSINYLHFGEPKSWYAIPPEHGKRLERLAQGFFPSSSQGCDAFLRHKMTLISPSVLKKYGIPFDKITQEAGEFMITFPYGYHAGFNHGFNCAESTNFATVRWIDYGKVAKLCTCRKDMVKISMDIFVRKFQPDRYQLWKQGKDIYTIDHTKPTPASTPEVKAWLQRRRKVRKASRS
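Material: N-terminal GST-fused human GASC-1 (KDM4C) fragment, residues 2-372. Input: 10 nM enzyme. Incubation: enzyme reaction 30 min, then detection 60 min, both room temperature. Doses: one test concentration per compound. Read-out basis: inhibition from TR-FRET ratio decrease. Detection: LANCE TR-FRET, excitation 340 nm, emissions 618 and 671 nm.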
C diff growth – C. difficile growth inhibitors, primary screen, HTS; Clostridium difficile clinical isolate growth, OD600, 24 h; active compounds read low; growth activity, negative = inhibition, % at 16 µg/mL (by protocol); 0.25% of 86,000 active; AID 1259249, 2017;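 active = mean growth activity at or below -80% and every replicate also at or below -80%; inconclusive = mean at or below -80% but some replicate above -80%; inactive = mean growth activity above -80%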;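 also: 0% = DMSO wells and -100% = levofloxacin 16 µg/mL wells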
* marks the source's active call; other numbers are inactive results; ? = inconclusive; / = no result given; & = joins results of further samples.

Below each compound: Pf Dd2 inh	Tcruzi prolif	KDM4C inh	C diff growth
O=C(NC1CCC1)[C@H]1[C@H](CO)[C@H]2Cn3c(ccc(-c4ccc(F)cc4)c3=O)[C@@H]1N2Cc1cocn1
→ -41.3	/	2.4	-4.5
COCC(=O)Nc1ccc2c(c1)C(=O)N(C)C[C@H](OC)[C@@H](C)CN(CCC(F)(F)F)[C@@H](C)CO2
→ 3.3	6.5	0.4	/
CO[C@@H]1CN(C)C(=O)c2cc(NC(=O)c3cc(C)on3)ccc2OC[C@@H](C)N(C(=O)C2CC2)C[C@@H]1C
→ 12.8	6.5	3.1	-3.1
C[C@@H]1CN([C@@H](C)CO)C(=O)c2cc(C#C[C@@H](C)O)cnc2O[C@@H]1CN(C)C(=O)c1ccccc1F
→ /	-18.3	-0.9	2.6
O=C(c1cccc(F)c1)N1CC[C@@H]2[C@H](CO)Nc3ccc(C#Cc4ccc(F)cc4)cc3[C@@H]21
→ -15.9	94.9	-2.4	12.0
COc1ccc(NC(=O)Nc2cccc3c2O[C@@H](CN(C)CC2CC2)[C@H](C)CN([C@H](C)CO)C3=O)cc1
→ -10.6	28.9	1.8	-1.7
C[C@H](CO)N1C[C@H](C)[C@@H](CN(C)Cc2ccc(C(F)(F)F)cc2)OCc2cn(nn2)CCCC1=O
→ -5.2	48.8	0.3	-4.2
C[C@@H]1CN([C@H](C)CO)C(=O)Cc2cc(NC(=O)CCCCCC(=O)Nc3ccccc3N)ccc2O[C@H]1CN(C)C(=O)Nc1ccccc1
→ 17.6	18.1	-2.2	-12.1
C[C@H]1CN([C@@H](C)CO)C(=O)c2cc(NC(=O)CCC(F)(F)F)ccc2O[C@@H]1CN(C)C(=O)Nc1ccc2c(c1)OCO2
→ 6.4	30.7	-0.5	-1.3
C[C@@H]1CN([C@@H](C)CO)C(=O)c2cc(NC(=O)Nc3ccccc3)ccc2O[C@H]1CN(C)Cc1ccccc1
→ -4.5	36.9	0.9	-1.5
COCC#Cc1ccc([C@H]2[C@@H](CO)N3C(=O)CN(C(=O)c4cccnc4)C[C@H]23)cc1
→ -14.5	/	-1.3	31.0
O=C(C[C@H]1CC[C@H]2[C@@H](COC[C@@H](O)CN2Cc2cccc(Cl)c2)O1)N1CCOCC1
→ 4.3	-11.1	-0.9	/
C[C@H](CO)N1C[C@H](C)[C@@H](CN(C)Cc2ccc(-c3ccccc3)cc2)Oc2ccc(NC(=O)Nc3ccc4c(c3)OCO4)cc2C1=O
→ -23.9	47.2	-0.5	16.7
CCCN1[C@@H]2Cn3c(ccc(C4=CCCC4)c3=O)[C@H]1[C@@H](C(=O)NCCOC)[C@@H]2CO
→ 3.4	-16.9	1.8	0.6
C[C@H]1CN([C@@H](C)CO)C(=O)c2cccc(NC(=O)CCCCCC(=O)Nc3ccccc3N)c2O[C@@H]1CN(C)CC1CCCCC1
→ -83.5*	/	-2.7	-12.3

The final two records of the part before are carried over, then new ones follow:
Below each compound: Pf Dd2 inh	Tcruzi prolif	KDM4C inh	C diff growth
CCCN1[C@@H]2Cn3c(ccc(C4=CCCC4)c3=O)[C@H]1[C@@H](C(=O)NCCOC)[C@@H]2CO
→ 3.4	-16.9	1.8	0.6
C[C@H]1CN([C@@H](C)CO)C(=O)c2cccc(NC(=O)CCCCCC(=O)Nc3ccccc3N)c2O[C@@H]1CN(C)CC1CCCCC1
→ -83.5*	/	-2.7	-12.3
CCNC(=O)C[C@@H]1CC[C@@H]2[C@H](COc3ccc(NC(=O)Nc4c(C)noc4C)cc3C(=O)N2C)O1
→ 10.1	-21.6	-0.8	1.2
C[C@@H]1CCCCO[C@@H](CN(C)CC2CCCCC2)[C@H](C)CN([C@H](C)CO)C(=O)c2cc(NS(=O)(=O)c3ccccc3)ccc2O1
→ -36.2	60.8	-2.1	23.2
CC(C)NC(=O)Nc1cccc2c1O[C@@H](CN(C)Cc1ccc(C(=O)O)cc1)[C@@H](C)CN([C@@H](C)CO)C2=O
→ 6.3	/	-0.3	-1.4&-2.2
C[C@@H]1CCCCO[C@@H](CN(C)C(=O)Nc2ccccc2)[C@@H](C)CN([C@H](C)CO)C(=O)c2cc(NS(=O)(=O)c3cccs3)ccc2O1
→ /	19.4	0.7	9.0
C[C@H]1CCCCO[C@@H](CN(C)Cc2ccncc2)[C@@H](C)CN([C@@H](C)CO)C(=O)c2cc(NC(=O)Nc3ccc4c(c3)OCO4)ccc2O1
→ -20.9	3.1	1.2	-2.8
O=C(Nc1ccccc1)N[C@@H]1CC[C@H](CCn2cc(-c3ccccc3F)nn2)O[C@H]1CO
→ -47.7	/	-0.7	1.6
N#Cc1cccc(-c2ccc(C3[C@@H]4CN(S(=O)(=O)c5ccccc5F)C[C@H]3N4)cc2)c1 (some centres undefined)
→ -38.1&-64.9	/	-1.3&-0.9	-2.3&-4.0
CCNC(=O)C[C@@H]1C=C[C@H](NC(=O)NC2CCCCC2)[C@@H](CO)O1
→ 4.2	/	-1.8	-0.3
C[C@@H]1CN([C@@H](C)CO)C(=O)c2cc(NC(=O)C3CCCCC3)ccc2O[C@@H](C)CCCCO[C@H]1CN(C)C(=O)Cc1ccccc1
→ -66.5	30.8	0.8	-3.0
C[C@@H]1CN([C@H](C)CO)S(=O)(=O)c2ccc(-c3cncnc3)cc2O[C@@H]1CN(C)C(=O)NC1CCCC1
→ 8.9	-51.3	1.3	1.4
C[C@H]1CN([C@@H](C)CO)C(=O)Cc2cc(NC(=O)Nc3ccc4c(c3)OCO4)ccc2O[C@@H]1CN(C)Cc1ccc(Oc2ccccc2)cc1
→ -35.7	69.7	0.5	4.3
COCC(=O)N1CC(=O)N2[C@@H](CO)[C@H](c3ccc(C#CC(C)C)cc3)[C@@H]2C1
→ 48.2	/	0.2	2.5
CNC[C@H]1Oc2ccc(NS(=O)(=O)c3c(C)noc3C)cc2C(=O)N([C@@H](C)CO)C[C@H]1C
→ 64.7	13.2	0.8	-9.9
C[C@H]1CN([C@@H](C)CO)C(=O)Cc2cc(NC(=O)Nc3cccc4ccccc34)ccc2O[C@@H]1CN(C)Cc1ccc(C(F)(F)F)cc1
→ -20.0	72.8	0.5	45.6
C[C@@H](O)C#Cc1ccc([C@@H]2[C@@H](CO)N3CCCCN(C(=O)c4ccc(F)cc4)C[C@H]23)cc1
→ -6.7	36.2	0.3	-7.7
COc1ccc2c3c([nH]c2c1)[C@H](CO)NCC31CCN(C(=O)C2CCCCC2)CC1
→ -61.5	/	-0.6	5.4
C/C=C/c1cnc2c(c1)C(=O)N([C@@H](C)CO)C[C@H](C)[C@@H](CN(C)C(=O)Cc1ccccn1)O2
→ -5.1	/	0.1	-2.4
CN1C(=O)c2cc(NC(=O)c3ccccc3F)ccc2OC[C@@H]2O[C@@H](CC(=O)NCc3ccc4c(c3)OCO4)CC[C@@H]21
→ 2.0	18.4	6.2	-7.7
Cc1ccc(S(=O)(=O)N(C)C[C@@H]2OCCCC[C@@H](C)Oc3ccc(NC(=O)Nc4ccccc4)cc3C(=O)N([C@@H](C)CO)C[C@@H]2C)cc1
→ -90.9*	24.8	0.5	21.3
Cc1ccc(-c2ccc3c(c2)O[C@@H](CN(C)S(C)(=O)=O)[C@H](C)CN([C@@H](C)CO)S3(=O)=O)cc1
→ -68.5	90.7	-3.6	-9.3
C[C@@H]1CN([C@@H](C)CO)C(=O)c2cc(-c3cccnc3)cnc2O[C@H]1CN(C)C(=O)C1CC1
→ 7.1	/	2.8	3.5
O=C(C[C@H]1CC[C@@H](NS(=O)(=O)c2ccc(F)cc2)[C@H](CO)O1)NC1CCCCC1
→ 10.4	/	-1.0	2.5
C[C@H]1CN([C@@H](C)CO)S(=O)(=O)c2ccc(-c3ccncc3)cc2O[C@@H]1CN(C)Cc1ccncc1
→ -36.1	100.0*	0.1	-4.8
C[C@@H]1CN([C@H](C)CO)C(=O)c2cc(/C=C/c3ccccc3)cnc2O[C@H]1CN(C)S(=O)(=O)c1ccccc1
→ -43.1	107.1	-3.3	-1.6
COCC(=O)Nc1ccc2c(c1)C(=O)N(C)[C@H]1CC[C@@H](CC(=O)NC3CCCC3)O[C@H]1CO2
→ 7.6	5.4	0.2	1.5
C[C@H](CO)N1C[C@H](C)[C@H](CN(C)C(=O)NC2CCCCC2)Oc2ccc(NC(=O)CCC(F)(F)F)cc2CC1=O
→ 0.2	22.7	0.1	-1.3
O=C(c1ccccc1F)N1CC(=O)N2[C@H](CO)[C@H](c3ccc(-c4ccc(F)cc4)cc3)[C@@H]2C1
→ -20.9	/	0.5	-9.1
CN(C)CC#Cc1ccc([C@@H]2[C@@H](CO)N3CCCCN(C(=O)c4ccc5c(c4)OCO5)C[C@@H]23)cc1
→ 0.0	44.4	2.8	-4.5
O=C(C[C@H]1C=C[C@@H](NC(=O)Nc2ccc3c(c2)OCO3)[C@H](CO)O1)NCc1ccccc1
→ -0.5	51.9	/	0.6
Cc1ccc(S(=O)(=O)Nc2ccc3c(c2)C(=O)N([C@@H](C)CO)C[C@@H](C)[C@H](CN(C)C(=O)NC2CCCCC2)O3)cc1
→ 0.4	-15.1	-1.0	2.3
Cc1noc(C)c1S(=O)(=O)N(C)C[C@H]1Oc2ccc(NS(=O)(=O)c3ccc(F)cc3)cc2CC(=O)N([C@H](C)CO)C[C@@H]1C
→ -12.9	9.0	-0.4	-8.8
CO[C@@H](CN(C)C(=O)c1cc(Cl)cc(Cl)c1)[C@H](C)CN(C(=O)Nc1ccc(F)cc1)[C@H](C)CO
→ -2.7	24.6	-1.8	/
C[C@@H]1CN([C@H](C)CO)C(=O)c2cccc(NS(=O)(=O)c3ccc(F)cc3)c2O[C@@H]1CN(C)C(=O)Nc1ccc(F)cc1
→ -5.0	30.7	-0.8	-0.2
C[C@@H]1CN([C@H](C)CO)C(=O)c2cc(-c3ccccc3)cnc2O[C@H]1CN(C)Cc1ccccn1
→ -0.3	9.0	3.9	5.5
C[C@@H]1CN([C@H](C)CO)C(=O)c2cc(NC(=O)Cn3cnnn3)ccc2O[C@H]1CN(C)Cc1ccc(Oc2ccccc2)cc1
→ 2.6	24.3	0.2	-4.7
COc1ccc(S(=O)(=O)Nc2cccc3c2O[C@H](CN(C)Cc2ccc(Oc4ccccc4)cc2)[C@@H](C)CN([C@@H](C)CO)C3=O)cc1
→ -17.9	32.6	-0.1	0.0
C[C@@H]1CN([C@@H](C)CO)C(=O)c2cccc(NC(=O)Nc3ccc(C(F)(F)F)cc3)c2O[C@H]1CN(C)Cc1ccccc1
→ 10.2	43.4	0.1	2.6
C[C@@H](NC(=O)C[C@@H]1C[C@@H]2c3cc(NC(=O)c4cccnc4)ccc3O[C@@H]2[C@@H](CO)O1)c1ccccc1
→ -21.8	51.1	-0.4	/
O=C(C[C@H]1CC[C@H](NC(=O)Nc2ccc(F)cc2)[C@@H](CO)O1)NCc1ccccn1
→ 8.2	-5.3	-0.1	-2.9
COCC(=O)N1[C@@H](CO)[C@@H](c2ccc(-c3cccc(OC)c3)cc2)C12CN(C(C)=O)C2
→ 4.2	/	0.4	-2.8
Cc1noc(C)c1NC(=O)Nc1ccc2c(c1)CC(=O)N([C@@H](C)CO)C[C@@H](C)[C@@H](CN(C)Cc1ccc(Cl)c(Cl)c1)O2
→ -0.7	82.9	-0.3	-7.8
CN1c2ccc(C3=CCCCC3)cc2[C@H]2[C@H](CCN2C(=O)Cc2ccccn2)[C@@H]1CO
→ -12.7	79.1	1.6	-2.1
COC(=O)C[C@@H]1C=C[C@@H](NS(=O)(=O)c2ccccc2F)[C@H](CO)O1
→ 14.0	-82.3	-0.3	/
C[C@@H]1CCCCO[C@H](CN(C)S(=O)(=O)c2ccc(Cl)cc2)[C@H](C)CN([C@@H](C)CO)C(=O)c2cc(NC(=O)Nc3ccccc3)ccc2O1
→ ?	88.2	0.3	/

A draw from above in order of formula weight, falling.
Below each compound: Pf Dd2 inh	Tcruzi prolif	KDM4C inh	C diff growth
COc1ccc(S(=O)(=O)Nc2cccc3c2O[C@H](CN(C)Cc2ccc(Oc4ccccc4)cc2)[C@@H](C)CN([C@@H](C)CO)C3=O)cc1
→ -17.9	32.6	-0.1	0.0
C[C@@H](NC(=O)C[C@@H]1C[C@@H]2c3cc(NC(=O)c4cccnc4)ccc3O[C@@H]2[C@@H](CO)O1)c1ccccc1
→ -21.8	51.1	-0.4	/
COCC(=O)N1[C@@H](CO)[C@@H](c2ccc(-c3cccc(OC)c3)cc2)C12CN(C(C)=O)C2
→ 4.2	/	0.4	-2.8

Screens (PubChem)
